# Compound activity: PubChem, several laboratories
# Granule exo inh: LAMP-1 surface exposure blockers, TALL-104 cells – cell-based, flow cytometry, MLPCN library, primary screen; inhibition, % at 10 µM; 360,000 tested, 0.66% active; AID 651702, 2012; TALL-104 LAMP-1 surface exposure; cells stimulated with thapsigargin and PMA;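 active = inhibition above about 55%, limit read from the data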
# N-glyco inh: increase of ERlucT glycosylation luciferase signal, primary screen, N-linked glycosylation inhibitor project, D54 ERlucT cells, luminescence, set 2; D54 ERlucT glycosylation luciferase reporter, 24 h; percent of 100 nM tunicamycin response; reporter increase, % at 12.5 µM; 360,000 tested, 0.23% active;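 active = mean luciferase reporter signal, scaled so untreated is 0 and the glycosylation-blocking control 100, at or above a set limit in every replicate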;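 note: luciferase carries N-glycosylation sites so blocking glycosylation raises the light; 0% = median of neutral control wells and 100% = median of 100 nM tunicamycin wells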
# NOD2 RIPK2 PPI: NOD2-RIPK2 binding disruptors in cells, primary screen, fluorescence, CHO cells, BLA complementation; CCF4 ratio; 360,000 tested, 0.38% active; inhibition, % at 4.98 µM; in the data active = inhibition above about 21%;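 note: 0% = vehicle only and 100% = reference blocker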
# ABHD5 PLIN5 PPI: ABHD5-PLIN5 interaction inhibitors, primary screen, cell lysate, split luciferase complementation, luminescence. Perilipin-5 (Homo sapiens) + 1-acylglycerol-3-phosphate O-acyltransferase ABHD5 (Homo …. Split G. princeps luciferase complementation, 4 h. inhibition, % at 4 µM. 360,000 tested, 0.78% active. AID 602281, 2012;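 active = inhibition above the mean inhibition across every tested compound plus 3 SD, cut at about 22% in these data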;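 note: 0% = DMSO only wells and the 100% control is not disclosed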
# aDG glyco act: activators of alpha-DG glycosylation, primary screen, uHTS, Pro5-aDG cells, AlphaScreen. 360,000 tested, 0.22% active. AID 624168, 2012. activation, % at 10 µM. alpha-DG glycosylation AlphaScreen (IIH6); 0% Pro5, 100% B10-LARGE cell signal;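 active = activation of at least 8% versus controls, or a plate z-score of at least 8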;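 note: Pro5 are CHO cells carrying HIG-tagged alpha-DG that lacks glycosylation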
# MC4R antagonist: MC4R antagonists of cAMP signaling, primary screen, cell-based, TR-FRET, antagonist arm of biased-ligand search; MC4R-expressing cells, MTII-stimulated cAMP, LANCE TR-FRET; AID 540295, 2011; inhibition, % at 6.5 µM; 360,000 tested, 0.48% active; Melanocortin receptor 4 (Homo sapiens), P32245;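 active = inhibition above its plate's cutoff, the mean of tested wells on that plate plus 3 SD, cut at about 29% in these data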;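 note: 0% = Melanotan II alone and 100% = Melanotan II plus saturating MCL0020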
#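 Assay system: U2OS-MC4R stable cell line; Also added: Melanotan II; Technique: Eu-cAMP/anti-cAMP TR-FRET, emission 671 nm; Times: 30-min compound, 1-h challenge, 1-h detection, room temperature.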
# ABCB6 inh MLPCN: ABCB6 transporter inhibitors, primary screen, K562-ABCB6 cells, flow cytometry, MLPCN library. ATP-binding cassette sub-family B member 6 (Homo sapiens), Q9NP58. K562-ABCB6 porphyrin accumulation, 1 h; stronger effect = lower value. fluorescence ratio to DMSO, % at 10 µM. 360,000 tested, 0.19% active;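 active = fluorescence ratio to DMSO below 75%, the collection mean minus 3 SD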;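 note: signal is porphyrin accumulated inside mitochondria; 100% equals median channel fluorescence of DMSO control wells; lower ratio means ABCB6 inhibition with less porphyrin fluorescence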
# Target sequence (Q9NP58 whole entry, looked up): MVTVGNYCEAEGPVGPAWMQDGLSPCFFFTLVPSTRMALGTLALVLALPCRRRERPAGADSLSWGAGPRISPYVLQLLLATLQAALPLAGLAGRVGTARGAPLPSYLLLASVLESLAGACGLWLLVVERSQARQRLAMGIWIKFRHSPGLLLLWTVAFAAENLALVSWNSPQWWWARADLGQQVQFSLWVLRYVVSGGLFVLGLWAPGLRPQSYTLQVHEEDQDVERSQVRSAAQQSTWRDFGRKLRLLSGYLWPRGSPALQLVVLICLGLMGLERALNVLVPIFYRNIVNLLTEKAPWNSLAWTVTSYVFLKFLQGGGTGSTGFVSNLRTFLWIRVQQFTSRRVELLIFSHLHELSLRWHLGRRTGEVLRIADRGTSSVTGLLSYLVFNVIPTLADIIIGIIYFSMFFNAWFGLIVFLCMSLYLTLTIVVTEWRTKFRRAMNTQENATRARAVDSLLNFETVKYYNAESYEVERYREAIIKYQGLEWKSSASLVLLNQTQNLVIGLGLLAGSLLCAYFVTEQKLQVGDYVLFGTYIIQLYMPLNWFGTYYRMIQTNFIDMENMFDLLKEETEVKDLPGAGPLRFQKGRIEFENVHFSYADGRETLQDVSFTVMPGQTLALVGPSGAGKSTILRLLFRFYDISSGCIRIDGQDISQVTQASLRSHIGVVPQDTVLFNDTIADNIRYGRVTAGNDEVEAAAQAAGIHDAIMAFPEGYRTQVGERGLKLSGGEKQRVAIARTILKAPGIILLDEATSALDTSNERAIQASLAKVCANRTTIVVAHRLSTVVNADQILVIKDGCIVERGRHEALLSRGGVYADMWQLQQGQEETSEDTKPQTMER
# MC4R ag barr: MC4R agonists recruiting beta-arrestin, primary screen, cell-based, luminescence, agonist arm of biased-ligand search; Melanocortin receptor 4 (Homo sapiens), P32245; AID 540308, 2011; activation, % at 8.9 µM; U2OS MC4R beta-arrestin complementation; percent of melanotan II response, DMSO zero; 360,000 tested, 0.98% active;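 active = activation above a per-plate cutoff, the mean activation of sample wells on that plate plus 3 SD, cut at about 8% in these data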
# Vif imaging: HIV Vif self-association inhibitors, primary screen, imaging, HEK293T, single point; HEK293T cells, Vif self-association by quenched fluorescence, 24 h; inhibition, % at 7.49 µM; 340,000 tested, 0.35% active; in the data active = inhibition above about 50%, passing the limit was not always enough; note: some results filed as inactive read as strong as hits
# TLR9-MyD88 block: inhibitors of TLR9-MyD88 association in cells, primary screen, cell-based, CHO, BLA complementation, fluorescence; Toll-like receptor 9 (Homo sapiens) + Myeloid differentiation primary response protein …; CCF4 FRET ratio; inhibition, % at 4.98 µM; 340,000 tested, 0.21% active; AID 504734, 2011;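 active = inhibition above the mean over all tested compounds plus 3 SD, cut at about 21% in these data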;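 note: 0% = DMSO only wells and 100% = clavulanate BLA inhibitor control wells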
# * = called active by the depositor; . = no result given. An excerpt; the hit share may differ from the screen's.
item	SMILES	Granule exo inh	N-glyco inh	NOD2 RIPK2 PPI	ABHD5 PLIN5 PPI	aDG glyco act
1	COc1ccc(/C=N/NC(=O)c2csc(-n3nc(C)cc3C(F)(F)F)n2)cc1	-3	9	-5	5	-0.1
2	COc1cccc(NC(=O)CCS(=O)(=O)c2cc3c(cc2Cl)NC(=O)CO3)c1	-1	1	-2	-10	0.2
3	CCSc1nnc(NC(=O)C(C(F)(F)F)C(F)(F)F)s1	-2	2	0	5	-0.5
4	CCCN1CNC(=S)N(c2ccc(C(=O)OCC)cc2)C1	0	0	-11	1	0.0
5	O=C(NCc1cccc(C(F)(F)F)c1)c1cccc(S(=O)(=O)NCc2ccccc2)c1	21	-3	7	-1	0.4
6	CCOc1ccc(-c2nc(C#N)c(NCC(C)C)o2)cc1	2	-3	2	-16	0.0
7	Cc1cccc(CC2S/C(=N/N=C/c3ccco3)N(c3ccccc3)C2=O)c1 (configuration not stated)	-2	5	0	3	-0.2
8	CC(Sc1ncccn1)C(=O)Nc1ccc2c(c1)OCO2 (configuration not stated)	4	-1	5	-7	-0.1
9	CC(=O)Nc1ccc(C(=O)N2CCCCC2c2cc(C(=O)NCc3ccccc3)no2)cc1 (configuration not stated)	2	4	0	5	-0.3
10	Cn1nccc1C(=O)Nc1cc(Cl)ccc1Cl	-19	0	4	3	2.7*
11	COc1ccc(C2(c3ccc(OC)cc3)NC(=O)N(CC(=O)NC3CCCC3)C2=O)cc1	0	-3	-10	-3	0.1
12	COc1ccc(OC)c(CCNC(=O)CS(=O)(=O)Cc2nc(-c3ccc(C)cc3)oc2C)c1	-1	3	-5	-4	1.2

item	MC4R antagonist	ABCB6 inh MLPCN	MC4R ag barr	Vif imaging	TLR9-MyD88 block
1	9	93	-0.5	5	-3
2	8	99	-2.6	2	5
3	15	103	-2.5	-9	-5
4	1	97	-1.3	-4	1
5	17	101	-0.1	-2	-7
6	0	85	0.7	-7	-1
7	4	95	5.7	1	3
8	12	93	-2.4	-2	-2
9	2	99	-1.2	8	.
10	7	97	-0.2	22	.
11	9	101	-0.9	-4	0
12	7	101	-1.7	-2	7

# Additional structures
item	SMILES	Granule exo inh	N-glyco inh	NOD2 RIPK2 PPI	ABHD5 PLIN5 PPI	aDG glyco act
13	C=CCN(c1ccccc1)S(=O)(=O)c1ccc2c(c1)N(C(C)=O)CCO2	3	0	-3	-2	-0.1
14	COc1ccc(C2(C)NC(=O)N(Cc3cc(Cl)cc4c3OCOC4)C2=O)cc1OC (configuration not stated)	0	-2	-1	-2	0.1
15	O=C(O)CN=C(NS(=O)(=O)c1ccc(Cl)cc1)c1ccc(F)cc1	-1	2	-7	4	0.1
16	COc1ccc(CC(=O)Oc2ccc(F)cc2)cc1	1	2	14	-5	-0.1
17	Cc1sc2nc(-c3ccc(Br)cc3)oc(=O)c2c1C	0	1	-2	-2	-0.1
18	COc1ccccc1CNC(=O)C1CCC(=O)N1C(C)C (configuration not stated)	3	0	0	0	0.0
19	CC(C)CCNC(=O)c1cc(S(=O)(=O)N2CCc3ccccc32)cn1C	2	-2	7	4	0.0
20	Cc1cnc(C(=O)OCc2ccc(Br)cc2)cn1	-16	1	-2	6	0.0
21	Cc1ccc(-c2cc(C(=O)N/N=C/c3c(C)nn(-c4ccccc4)c3C)n[nH]2)s1	9	15	0	1	-0.2
22	CC(C)=NNc1nc2c(c(=O)[nH]c(=O)n2C)n1CCc1ccccc1	2	1	-4	2	-0.7
23	CCOc1cc(/C=N/O)cc(Br)c1OCC(=O)NCc1ccccc1	-4	1	7	11	0.1
24	Fc1cccc(NC(=S)NCCCN2CCOCC2)c1	9	-4	2	-2	-0.2

item	MC4R antagonist	ABCB6 inh MLPCN	MC4R ag barr	Vif imaging	TLR9-MyD88 block
13	-6	100	-0.7	-7	6
14	6	94	-0.9	-2	1
15	5	94	-1.2	-5	-7
16	0	98	-0.8	21	-3
17	4	98	-1.6	-3	2
18	0	100	-0.3	-14	8
19	7	94	1.2	-6	5
20	4	73*	-1.6	22	3
21	-24	109	-3.2	30	0
22	1	99	-2.0	3	.
23	1	101	1.7	-6	-1
24	6	102	-2.3	2	4

# (cont.)
item	SMILES	Granule exo inh	N-glyco inh	NOD2 RIPK2 PPI	ABHD5 PLIN5 PPI	aDG glyco act
25	O=C(/C=C/c1cccc([N+](=O)[O-])c1)OCC(=O)N1CCN(C(=O)c2ccco2)CC1	-3	1	-4	1	-0.1
26	CCOc1ccc(Br)cc1S(=O)(=O)Nc1ccc(C(=O)OC(C)C(=O)N(C)c2ccccc2)cc1 (configuration not stated)	3	-3	-7	12	-0.2
27	COc1ccccc1N1C(=N)S/C(=C\c2ccc(-c3ccccc3C(=O)O)o2)C1=O	3	2	1	12	-0.2
28	Cc1ccc(NC(=S)N(CCCN2CCCC(C)C2)Cc2ccco2)cc1C (configuration not stated)	-2	0	2	-2	0.5
29	Cc1ccc2c(C(=O)CN3CCN(C(=O)c4ccco4)CC3)c(C)[nH]c2c1	-6	-2	-12	2	0.2
30	O=C(CSc1cccc(C(F)(F)F)c1)NCc1ccccc1	-6	-2	-7	3	0.0
31	CC(C)CCN1C(=O)c2ccc(-c3nc4ccccc4c(=O)o3)cc2C1=O	4	2	0	-1	-0.1
32	O=C(CSc1nnc(SCc2ccc(Cl)cc2)s1)N/N=C/c1ccc(Cl)cc1Cl	-2	20	-4	-2	-0.4
33	Cc1c(C(=O)Nc2ccc(Cl)cn2)oc2ccccc12	6	-1	0	-3	-0.3
34	Cc1cc(C)n(-c2ccc(S(N)(=O)=O)cc2[N+](=O)[O-])n1	-2	-2	-7	-2	0.0
35	CCC(C(=O)NCc1ccc(C)cc1)c1ccccc1 (configuration not stated)	-14	0	0	1	-0.1
36	C=CCNCCOc1ccc(C)cc1[N+](=O)[O-]	2	-2	-9	17	0.7

item	MC4R antagonist	ABCB6 inh MLPCN	MC4R ag barr	Vif imaging	TLR9-MyD88 block
25	2	104	-2.5	0	-8
26	6	94	-2.0	-25	3
27	11	98	0.0	-12	-3
28	-1	85	2.2	3	3
29	-2	96	-1.3	.	.
30	8	89	1.3	0	3
31	8	84	-0.1	7	10
32	1	95	-1.8	.	-5
33	2	90	-1.5	5	10
34	-6	94	-2.0	-8	4
35	15	100	-1.8	-3	-16
36	-7	108	-0.1	2	-3

# Next entries:
item	SMILES	Granule exo inh	N-glyco inh	NOD2 RIPK2 PPI	ABHD5 PLIN5 PPI	aDG glyco act
37	COc1cc(C=O)ccc1OCc1ccc(Cl)nc1	6	-4	-2	-2	1.0
38	COc1ccccc1C(=O)NC(=O)CSc1ccc(C)c(C)c1	-2	0	3	2	-0.3
39	O=C1c2cccc(OCc3ccc(F)cc3)c2CCN1Cc1ccc(F)cc1	18	-7	-8	-9	1.5
40	CCOC(=O)c1[nH]c2c(c1C)C(=O)CC(c1ccc(OCC)c(OC)c1)C2 (configuration not stated)	-4	-1	-8	-2	1.2
41	COc1ccc(Cn2nnnc2C(c2ccc(F)cc2)N2CCN(C3CCCC3)CC2)cc1 (configuration not stated)	2	-2	-1	3	0.1
42	Cc1ccc2nc(C3CCN(CC(=O)Nc4ccc5c(c4)OCCO5)CC3)[nH]c2c1	-5	-2	-6	4	0.0
43	O=C(Nc1ccc(OCC(=O)N2CCOCC2)cc1)c1ccccc1F	-3	4	-1	1	0.1
44	CC(=O)N=C1SC2CS(=O)(=O)CC2N1Cc1ccc(C)cc1 (configuration not stated)	3	3	-31	10	-0.1
45	COc1ccc(/C=C2\SC(=O)N(CC(=O)Nc3ccc(O)cc3)C2=O)cc1OC	-20	0	-6	0	0.0
46	CN1CCN(NC(=O)Nc2cccc(F)c2)CC1	1	2	-2	1	0.5
47	CCOC(=O)Cc1cc(=O)n2[nH]c(-c3ccccc3)c(-c3ccccc3)c2n1	-2	1	7	-2	0.2
48	O=C(NCc1nc2ccccc2[nH]1)c1ccc(S(=O)(=O)N2CCCC2)cc1	0	0	-11	6	-0.1

item	MC4R antagonist	ABCB6 inh MLPCN	MC4R ag barr	Vif imaging	TLR9-MyD88 block
37	-3	97	-1.3	0	3
38	-1	92	0.7	-1	-2
39	-4	86	-0.9	3	-2
40	7	81	3.0	-4	3
41	4	97	0.5	12	-5
42	10	96	-1.6	16	-2
43	0	102	0.4	18	7
44	10	99	4.8	3	.
45	4	99	1.2	11	-17
46	-3	87	-2.6	1	-2
47	18	101	-0.3	-9	11
48	4	98	-2.5	0	2

# (list continues)
item	SMILES	Granule exo inh	N-glyco inh	NOD2 RIPK2 PPI	ABHD5 PLIN5 PPI	aDG glyco act
49	Cn1c(CCNS(=O)(=O)c2ccccc2)nc2cc([N+](=O)[O-])ccc21	0	1	-7	0	0.0
50	CCCN(CCC)CCNC(=O)c1cc2c(-c3ccc(Cl)cc3)nn(C)c2s1	25	12	1	12	-0.2
51	N/C(=N\NC(=O)c1ccccc1)c1cc2ccccc2oc1=O	0	0	1	-4	-0.1
52	Cc1cc(Cl)ccc1OC(C)C(=O)Nc1cnn(CCCC(=O)O)c1 (configuration not stated)	-3	2	3	3	-0.1

item	MC4R antagonist	ABCB6 inh MLPCN	MC4R ag barr	Vif imaging	TLR9-MyD88 block
49	1	95	-1.1	0	-10
50	-2	94	11*	-4	3
51	-2	103	-0.5	9	0
52	0	100	-3.4	-4	0

# Sorted by formula weight (high to low): 6 of the compounds above.
item	SMILES	Granule exo inh	N-glyco inh	NOD2 RIPK2 PPI	ABHD5 PLIN5 PPI	aDG glyco act
50	CCCN(CCC)CCNC(=O)c1cc2c(-c3ccc(Cl)cc3)nn(C)c2s1	25	12	1	12	-0.2
45	COc1ccc(/C=C2\SC(=O)N(CC(=O)Nc3ccc(O)cc3)C2=O)cc1OC	-20	0	-6	0	0.0
47	CCOC(=O)Cc1cc(=O)n2[nH]c(-c3ccccc3)c(-c3ccccc3)c2n1	-2	1	7	-2	0.2
44	CC(=O)N=C1SC2CS(=O)(=O)CC2N1Cc1ccc(C)cc1 (configuration not stated)	3	3	-31	10	-0.1
51	N/C(=N\NC(=O)c1ccccc1)c1cc2ccccc2oc1=O	0	0	1	-4	-0.1
46	CN1CCN(NC(=O)Nc2cccc(F)c2)CC1	1	2	-2	1	0.5

item	MC4R antagonist	ABCB6 inh MLPCN	MC4R ag barr	Vif imaging	TLR9-MyD88 block
50	-2	94	11*	-4	3
45	4	99	1.2	11	-17
47	18	101	-0.3	-9	11
44	10	99	4.8	3	.
51	-2	103	-0.5	9	0
46	-3	87	-2.6	1	-2
